# Compound activity from PubChem BioAssay.
# APJ agonist – activates the human apelin receptor APJ. P35414. CHO-K1 APJ PathHunter beta-arrestin, luminescence; 0% DMSO wells, 100% apelin. activation, % at 20 µM. 330,000 compounds, 0.11% hits. AID 2520;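 active = activation more than six SD over the plate average, tested at 20 µM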;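 also: 0% = DMSO alone and 100% = apelin-13 at 10 nM; some results filed as inactive read as strong as hits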
# Target sequence (P35414 whole entry, looked up): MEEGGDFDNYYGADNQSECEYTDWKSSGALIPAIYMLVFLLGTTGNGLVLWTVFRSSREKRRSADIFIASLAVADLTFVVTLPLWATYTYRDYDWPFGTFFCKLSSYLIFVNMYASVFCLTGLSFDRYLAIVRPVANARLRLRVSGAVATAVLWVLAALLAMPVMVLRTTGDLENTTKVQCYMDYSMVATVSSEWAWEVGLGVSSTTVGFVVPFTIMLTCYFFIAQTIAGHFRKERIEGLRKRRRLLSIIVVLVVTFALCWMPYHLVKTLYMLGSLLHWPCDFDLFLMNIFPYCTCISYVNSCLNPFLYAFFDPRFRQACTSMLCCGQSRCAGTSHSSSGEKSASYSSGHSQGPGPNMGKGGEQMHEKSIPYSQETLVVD
#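 Material: CHO-K1 APJ beta-arrestin complementation cell line; Input: cell density 1000 per well; Incubation: compound stimulation 90 min at 25 °C, detection 60 min; Signal: luminescence from split beta-galactosidase complementation, Galacton Star/Emerald II substrate; Controls: DMSO-only wells as negative, 10 nM Apelin-13 as positive control.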
# CXCR6 inh – CXCR6 (human) receptor inhibition; 360,000 compounds, 0.36% hits; CHO-K1 PathHunter CXCR6 beta-arrestin, luminescence; O00574; inhibition, % at 20 µM; in the data active = inhibition above about 34%, passing the limit was not always enough;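 also: antagonist mode with CXCL16 agonist at 10 nM final; 0% = 10 nM CXCL16 with DMSO and 100% = unstimulated wells without agonist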
# Target sequence (O00574 whole entry, looked up): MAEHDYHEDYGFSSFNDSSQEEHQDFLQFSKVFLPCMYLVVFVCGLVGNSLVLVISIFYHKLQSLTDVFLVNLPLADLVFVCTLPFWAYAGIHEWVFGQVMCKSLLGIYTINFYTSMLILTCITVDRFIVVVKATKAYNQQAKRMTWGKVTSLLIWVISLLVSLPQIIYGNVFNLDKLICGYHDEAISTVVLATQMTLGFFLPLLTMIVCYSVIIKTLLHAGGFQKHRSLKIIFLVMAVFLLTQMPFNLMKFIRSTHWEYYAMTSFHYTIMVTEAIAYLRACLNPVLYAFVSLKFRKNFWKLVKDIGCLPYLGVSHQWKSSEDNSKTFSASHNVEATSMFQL
# Mdm2-MdmX inh – human Mdm2/MdmX binding inhibition; O15151+Q00987; SaOS-2 split-luciferase Mdm2/MdmX complementation, luminescence; inhibition, % at 8 µM; 330,000 compounds, 3% hits;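 active = inhibition of at least 50% at 8 µM in the primary screen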
# tim23-1 inh – inhibits growth of tim23-1 mutant yeast | 330,000 compounds, 1.3% hits | S. cerevisiae tim23-1 growth, BacTiter-Glo luminescence, 24 h | inhibition, % at 20 µM;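 active = growth inhibition of the mutant yeast at or above 50%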;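 also: temperature-sensitive mutant grown at 25 °C; plate controls were DMSO-treated mutant yeast for no effect and medium wells lacking yeast for full effect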
# APJ antag – blocks the human apelin receptor APJ | P35414 | CHO-K1 APJ beta-arrestin complementation, luminescence | inhibition, % at 20 µM | 330,000 compounds, 0.32% hits;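 active = inhibition above about 40% at 20 µM, limit read from the data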;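 also: cells challenged with 10 nM apelin-13 agonist together with compound; plate controls were apelin-13 plus DMSO wells for no effect and DMSO wells lacking apelin-13 for full effect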
# tim10-1 inh – growth inhibitors of tim10-1 mutant yeast; S. cerevisiae tim10-1 ts strain growth, BacTiter-Glo, 24 h; inhibition, % at 20 µM; 330,000 compounds, 2.2% hits;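 active = inhibition of at least 40%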;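 also: mutant grown at 25 °C; 0% = DMSO wells with yeast and 100% = wells holding no yeast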
# CHOP UPR activ – apoptotic UPR (CHOP) activation; CHO-CHOP luciferase reporter, luminescence; percent of tunicamycin response over DMSO baseline; 330,000 compounds, 0.34% hits; AID 449763; activation, % at 10 µM;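 active = at 10 µM dose, activation of 40% or more, normalized to positive control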;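 also: 100% = tunicamycin at 10 µg/mL and 0% = DMSO alone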
#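 Assay system: CHO-CHOP cells, stable luciferase reporter of PERK-eIF2a-CHOP signalling / Buffer or medium: F12 plus 10% serum / Compound dosing: one dose, 10 µM in 0.5% DMSO / Times: 6 h compound treatment, 37 °C / Technique: luciferase luminescence / Read-out: % reporter activation, DMSO baseline versus tunicamycin full activation / Benchmarks: tunicamycin and DMSO controls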
# TIM10 inh – TIM10 yeast growth inhibition. S. cerevisiae TIM10 strain growth, BacTiter-Glo luminescence, 24 h. inhibition, % at 10 µM. 330,000 compounds, 1.4% hits. AID 463195;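 active = inhibition of 40% or more at the single tested concentration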;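 also: wild-type TIM10 isogenic control strain grown at permissive 25 °C; 0% = DMSO yeast wells and 100% = minimal medium wells without yeast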
# UPR XBP1 act – adaptive UPR (XBP1) activation | activation, % at 20 µM | CHO-XBP1 luciferase reporter, IRE1-XBP1 UPR activation, luminescence; percent of tunicamycin response, DMSO as zero | 330,000 compounds, 0.33% hits;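 active = versus positive control, 20 µM dose yields 30% or more activation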;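 also: 100% = tunicamycin at 10 µg/mL and 0% = DMSO only wells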
#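 Assay system: IRE1-XBP1 luciferase reporter CHO line. Input: 1000 cells/well. Buffer or medium: F12 with 10% serum. Doses: 20 µM, 1% DMSO. Times: overnight seeding at 37 °C, 6 h compound treatment at 37 °C. Technique: Steady-Glo luciferase glow luminescence, 10 min after reagent addition.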
# Starred values were filed as active, the others as inactive; nt = no result given. Some of the compounds tested, so the mix of outcomes need not match the whole.
SMILES	APJ agonist	CXCR6 inh	Mdm2-MdmX inh	tim23-1 inh	APJ antag	tim10-1 inh	CHOP UPR activ	TIM10 inh	UPR XBP1 act
CCCS(=O)(=O)N1CCC(C(=O)NCCc2ccc(C)cc2)CC1	-2	6	-8	15	9	-2	-1.6	3	8
O=C(Cc1ccc(Br)cc1)NCc1ccccc1	-2	1	64*	0	4	-8	1.1	-5	0
COc1cccc(C(c2sc3nc(C)nn3c2O)N2CCC3(CC2)OCCO3)c1 (stereo unspecified)	-1	-4	12	12	3	6	2.4	1	0
CCOc1ccc(NC(=O)CSc2nnc(CNC(=O)c3cccs3)o2)cc1	2	-1	4	3	11	2	1.4	0	-5
O=S(=O)(c1ccc2c(c1)nc1n2CCC1)N1CCOCC1	-1	0	7	10	26	7	2.6	-6	-2
Cn1c(=O)c2c(ncn2Cc2ccccc2)n(C)c1=O	-3	-1	9	-19	0	-11	-0.4	1	-5
Nc1nc(SCC(=O)N2CCOCC2)[nH]c(=O)c1-c1ccccc1	-2	2	-7	-2	-7	10	-0.5	-11	-4
Cc1sc2ncnc(N[C@@H](Cc3c[nH]c4ccccc34)C(=O)O)c2c1C	-4	-2	2	12	-2	-11	1.7	-8	-2
O=C(CN1C(=O)CCSc2ccccc21)Nc1ccccc1	-3	-1	-15	27	10	15	1.1	17	-2
N#Cc1ccc(C(=O)OCC(=O)N2CCCCCC2)cc1	-1	-2	21	-1	1	-16	1.4	-6	1
N#Cc1nc(COc2ccc(Cl)cc2)oc1N1CCN(Cc2ccccc2)CC1	-4	7	13	33	11	39	8.0	27	-2
O=C(COC(=O)COc1cccc(F)c1)NCC1CCCCC1	0	-8	-5	21	-11	6	-1.0	7	-3

# Taken from above:
# Nc1nc(SCC(=O)N2CCOCC2)[nH]c(=O)c1-c1ccccc1 in tim10-1 inh shows 10
# O=S(=O)(c1ccc2c(c1)nc1n2CCC1)N1CCOCC1 in TIM10 inh shows -6
# O=C(COC(=O)COc1cccc(F)c1)NCC1CCCCC1 in CXCR6 inh shows -8

# Later entries.
SMILES	APJ agonist	CXCR6 inh	Mdm2-MdmX inh	tim23-1 inh	APJ antag	tim10-1 inh	CHOP UPR activ	TIM10 inh	UPR XBP1 act
CC(=O)Nc1cccc(C(=O)OCC(=O)NCc2cc(C)c(O)c(C)c2)c1	2	-7	-30	9	26	1	4.6	-8	4
COc1ccc(NC(=O)CNC(=O)c2ccco2)cc1	-2	0	6	-3	-17	-6	-1.2	-9	0
CC(=O)c1cccc(NC(=O)CC2SC(N3CCCCC3)=NC2=O)c1 (stereo unspecified)	1	-10	4	0	5	-10	-0.2	-2	-2
COC(=O)[C@@]12CCCCN1[C@H](c1ccc(-c3ccc(C(C)=O)cc3)cc1)[C@@H]1C(=O)N(C)C(=O)[C@@H]12	-1	2	24	26	-44	23	0.1	26	2
COc1cccc(CN2CC(C(=O)NC3CCC(O)CC3)CCC2=O)c1 (stereo unspecified)	-3	-5	-21	2	23	-4	-0.4	4	-1
O=C1CC[C@@H](O)CCN1CC[C@H](Sc1ccc(Br)cc1)c1ccccc1	-2	-3	-8	29	5	21	0.9	14	2
COc1ccc(/C=N/N2CCN(C3c4ccccc4-c4ccccc43)CC2)cc1OC	-4	13	-2	18	0	2	0.5	15	-2
CS(=O)(=O)N1CCN(c2ccccc2NC(=O)Cc2ccccc2)CC1	-4	-9	21	11	3	8	1.6	7	1
CNC[C@H](Cc1ccccc1)NC[C@@H](Cc1cccc2ccccc12)NCCc1ccc(C)cc1	3	7	100*	11	11	-12	32	12	14
N#C/C(=C\c1ccc(OCc2ccccc2)cc1)C(=O)Nc1nc2c(s1)CCN(Cc1ccccc1)C2	-4	1	8	1	-2	3	91*	7	42*
O=C(CSC1=Nc2ccccc2C2=NC(c3ccccc3)C(=O)N12)NC1CCCCC1 (stereo unspecified)	-11	30	19	24	14	16	0.3	-8	0
COC(=O)c1[nH]c2ccccc2c1NC(=O)CN1CCN(C(=O)c2ccco2)CC1	-2	-14	33	1	12	4	-0.8	5	-3
CN1CCN(C(=O)CCCN2C(=O)/C(=C/c3ccc(Cl)cc3)SC2=S)CC1	-2	-12	52*	22	-19	19	-0.2	23	0
CCOC(=O)c1c([N+](=O)[O-])c(C)[nH]c(=O)c1C#N	-4	0	12	-8	17	-4	-1.5	-16	2
COc1ccc(CCNC(=O)C2CCN(S(=O)(=O)c3ccc(SC)cc3)CC2)cc1	-1	-9	39	8	12	7	4.0	5	-5
Cc1cccc(NC(=O)CCN2C(=O)c3cccc([N+](=O)[O-])c3C2=O)c1	3	1	2	5	9	0	3.5	-10	-2
OCCC1CN(C2CCSCC2)CCN1C1CCCC1 (stereo unspecified)	-4	2	-4	-1	-3	9	0.1	-25	2
O=C(NC1CCCCC1)N1CCN(Cc2ccco2)CC1	-5	-4	12	12	2	12	-0.7	-15	4
CNC(=O)N1c2ccccc2NC(=O)CC1C (stereo unspecified)	-2	0	-17	4	7	11	-2.6	2	0
O=C(Cn1c(=O)oc2ccccc21)N1CCN(S(=O)(=O)c2ccccc2)CC1	-1	-2	11	-4	23	-10	2.6	-4	-1
CC(=O)c1c(C)cc(C)c(CSc2ccccn2)c1C	-2	3	7	18	-5	10	2.4	14	-3
O=C(CCSc1nnc(-c2ccncc2)o1)Nc1cccc(Cl)c1	1	-2	-7	-16	-7	-12	-0.5	-7	0
COc1ccc(OCC(=O)Nc2ccc3c(c2)nc(CCN2CCCC2)n3C)cc1	3	8	29	7	7	10	1.2	2	-4
Cc1cc(C(=O)N/N=C/c2ccc(-c3ccc([N+](=O)[O-])cc3C)o2)n[nH]1	5	3	2	9	-13	6	2.1	-17	-3
O=c1cnnc(N/N=C/C2CC=CCC2)[nH]1 (stereo unspecified)	-1	0	8	10	1	5	-1.1	9	-1
Cc1csc(NC(=O)CSc2ccc([N+](=O)[O-])cn2)n1	16	-4	9	19	-65	19	0.2	3	-6
CCCn1c(SCC(=O)Nc2nc3ccccc3s2)nc2c1c(=O)n(C)c(=O)n2C	3	-17	23	7	-1	13	-2.2	4	-1
Cc1cccc(C(=O)OCC(=O)NCCCc2ccccc2)c1	-1	-3	6	13	19	0	-0.1	6	1
CCCCNc1cc(=O)n(C)c(=O)n1C	-4	4	17	0	3	9	-1.4	-15	0
COC(=O)c1ccc(/C=C2/SC(=S)N(CCC(=O)N3CCOCC3)C2=O)cc1	-1	-1	12	13	-3	-15	4.0	16	-3
Cc1ccc(C2CC(c3cccs3)=NN2C(=O)CSc2nc(=O)n3ccc(C)cc3n2)cc1 (stereo unspecified)	29	12	15	32	-52	38	-0.5	23	-1
CC(=O)NC1=C(C#N)C(c2ccccc2)c2c(ccc3ccccc23)O1 (stereo unspecified)	0	9	29	19	-7	28	-0.2	5	-3
Cc1ccc(O)c(NC(=O)c2cc(-c3ccccc3Cl)on2)c1	1	-14	-37	14	-13	10	2.5	-1	4
Cc1nn(-c2ccccc2)c(C)c1NC(=O)COC(=O)[C@@H](NC(=O)c1ccccc1)C(C)C	-1	6	10	8	-72	24	0.1	1	-1
Cc1ccc(C(=O)NC(=S)NCC2CCCO2)cc1 (stereo unspecified)	-3	-1	-9	16	-13	17	5.3	-1	0
CCOC(=O)c1c(C)n(CC(O)CN(C)C)c2cc(Br)c(OC)cc12 (stereo unspecified)	0	-8	33	10	13	14	-1.6	-4	1
O=C(CNC(=O)Cc1cccc2ccccc12)NCc1ccc(F)cc1	-1	4	-10	14	-7	18	-0.2	-3	-1
NCC(=O)N1CCC(C(=O)N[C@@H](Cc2c[nH]c3ccccc23)C(=O)O)CC1	-1	-9	7	1	1	6	1.7	-16	-3
O=C(COC(=O)/C=C/c1cccc(Cl)c1)NC1CCCC1	-1	-8	-13	14	-6	27	0.2	10	1
Cc1ccn2c(=O)c(NC(=O)COc3ccccc3)c(C)nc2c1	-1	6	15	-14	-10	-23	-0.3	-11	-4
Cc1ccc(S(=O)(=O)N2CCC(C(=O)NCCCN3CCCC3=O)CC2)cc1C	-3	6	-3	4	15	5	-0.9	7	1
O=C(COC(=O)C1CCN(S(=O)(=O)c2ccccc2C(F)(F)F)CC1)NCc1ccc(F)cc1	-2	-4	9	15	6	11	-0.5	-1	-1
O=C(Nc1ccc(F)cc1)C1CCCO1 (stereo unspecified)	-2	-3	-15	11	3	2	-2.0	-8	2
CC1CCN(c2ccc([N+](=O)[O-])c(SCCO)c2)CC1	-3	16	12	33	15	25	1.1	12	1
COc1ccc(CCN(C)C2CCCN(C(=O)Cn3cnnn3)C2)cc1OC (stereo unspecified)	20	6	1	16	2	9	0.4	-2	-2
CC(C)CC1NC(=O)c2ccccc2-n2c1nc1cc(F)ccc1c2=O (stereo unspecified)	-3	nt	4	14	12	11	-0.8	10	0
CCOC(=O)CSc1ncccn1	-5	0	1	-10	0	5	1.0	2	4
Cc1ccc(S(=O)(=O)NC(=O)COc2ccccc2C(N)=O)cc1	0	10	-19	3	-2	-5	0.5	13	0
CCCn1c2ccc(C)cc2c2nnc(SCCN3CCOCC3)nc21	0	-1	19	13	10	31	-1.2	18	6
CCCc1c(C)c2cc(C)ccc2[nH]c1=O	-2	-5	32	8	-6	-1	-2.7	-16	-3
Cc1c(C(=O)Nc2ccc(S(=O)(=O)Nc3ncccn3)cc2)oc2ccc(F)cc12	0	-3	14	-12	-5	3	0.3	-7	-7
CCOc1c(CNCCCSc2nc(C)cc(C)n2)cccc1OC	-1	6	-3	-13	14	-14	0.8	-2	-2
O=C(N/N=C(\c1ccccc1)c1cccnc1)c1ccc(O)cc1	-3	1	13	-7	1	-3	1.1	10	-2
NS(=O)(=O)c1ccc(NC(=O)COC(=O)CC2Sc3ccccc3NC2=O)cc1 (stereo unspecified)	-3	-9	11	11	9	5	4.9	-6	2
Cc1cc2cc(CCNC(=O)c3cccc([N+](=O)[O-])c3)c(=O)[nH]c2cc1C	2	-17	-6	-3	-7	-9	1.1	2	-2
O=C1NN(c2cccc(Br)c2)C(=O)/C1=C/c1ccc(-c2cc([N+](=O)[O-])ccc2O)o1	-8	62*	-17	18	61*	13	-0.1	23	-2
COc1ccccc1/C=C/C=N/n1c(-c2ccc(Cl)cc2)n[nH]c1=S	3	16	36	19	-2	26	1.3	23	4
COCC(C)N1CCC(n2nccc2NC(=O)c2ccccc2Cl)CC1 (stereo unspecified)	10	-4	1	17	-9	11	-0.2	6	-3
